All columns: NCI-60 one-dose screen, growth in % after 48 h at 10 µM unless noted; 100 = growth as untreated, 0 = no growth, -100 = all killed.
CCRF-CEM – CCRF-CEM leukemia | AID 1794778 | 77,000 compounds, 7% hits
MOLT-4 – MOLT-4 leukemia cells | 80,000 compounds, 6.9% hits
MDA-MB-231 – MDA-MB-231 breast cancer; 81,000 compounds, 5% hits
MDA-MB-468 – MDA-MB-468 breast cancer; 78,000 compounds, 8.5% hits
SR – SR leukemia cells | 73,000 compounds, 8.7% hits | AID 1794780
K-562 – K-562 leukemia; 78,000 compounds, 7.4% hits
RPMI-8226 – RPMI-8226 leukemia cells | 77,000 compounds, 7.5% hits | AID 1794781
MDA-MB-435 – MDA-MB-435 melanoma. AID 1794794. 82,000 compounds, 7.8% hits
Numbers without * were called inactive; / = no result given; & = joins results of further samples. The calls were made as follows: active = growth percent below 10; inactive = the rest. An excerpt; count on the stated rates, not on these rows.

SMILES	CCRF-CEM	MOLT-4	MDA-MB-231	MDA-MB-468	SR	K-562	RPMI-8226	MDA-MB-435
C[C@]12C=CC(=O)C[C@@H]1CC[C@@H]1[C@@H]2CC[C@]2(C)[C@@H](O)CC[C@@H]12	58	74	108	88	/	82	76	89
O=C(Cl)c1ccncc1	92	107	101	102	100	113	100	100
CC1CN1P(=O)(N1CC1C)N1C(C)CCC1C (stereo unspecified)	103	85	104	100	83	82	115	107
O=C(O)CCCO	84	/	108	118	/	98	/	104
CC(NC(C)(C)C)C(=O)c1cccc(Cl)c1 (stereo unspecified)	102	113	66	84	/	99	109	105
CCOC(=O)c1ccccc1N	66	109	86	/	110	124	83	101
CCP(=S)(CC)P(=S)(CC)CC	/	100	116	89	/	104	102	106
COc1ccc(/C=C/C(=O)c2nc3ccccc3n2Cc2ccc(F)cc2)cc1	36	37	/	59	35	53	46	60
COc1cc2c(cc1OC)C(c1cccc(Cl)c1)=NN=C(C)C2	109	85	/	89	/	103	96	104
O=C(O)CC(Br)C(=O)O (stereo unspecified)	99	100	117	95	100	108	108	107
COC(=O)[C@@]1(C)CC[C@]2(C)CC[C@]3(C)C4=CC(=O)c5c(cc(O)c(O)c5C)[C@]4(C)CC[C@@]3(C)[C@@H]2C1	27	18	61	30	51	49	27	59
CCC(CO)NC1CCCCC1 (stereo unspecified)	/	88	58	74	1.7*	17	98	74
COc1cc(C=O)cc(OC)c1OC	94	129	102	100	126	110	113	111
COc1ccc2c(c1)NP(=S)(c1ccccc1)N2C (stereo unspecified)	99	83	106	105	93	86	93	111
CCC1C2CC3C4N(C)c5ccccc5C45CC(C2C5O)N3C1O (stereo unspecified)	101&92	96&99	107&109	103	93&86	101&99	104&88	105&110
Cc1ccc[n+](CCCC[n+]2cccc(C)c2)c1	108	108	106	122	113	109	116	110
O=C1CC(=O)NC(=O)N1	96	78	106	87	107	/	81	102
CC[C@](O)(C(=O)O)c1cc2n(c(=O)c1CO)Cc1cc3ccccc3nc1-2	-25*	-38*	34	/	-20*	-28*	-36*	-81*
COc1cc(C2C3=C(CCCC3=O)N(CCO)c3cc4c(cc32)CCC4)cc(OC)c1OC (stereo unspecified)	20	93	82	94	117	79	76	100
CC(C(O)c1ccc(Cl)cc1)N1CCCCC1 (stereo unspecified)	110	103	101	103	107	97	103	103
CCC(C#N)NC(C)Cc1ccccc1 (stereo unspecified)	62	112	97	104	114	/	111	99
O=C(N1c2ccc(F)cc2[C@H]2[C@H]3OO[C@@H](C[C@H]2[C@H]1c1ccccc1F)O3)C(F)(F)F	93	81	93	84	86	91	97	110
C=CCc1ccc(OC(=O)Cc2ccccc2)c(OC)c1	101	/	106	100	/	/	106	107
COc1ccc(OC)c(/C=C/[N+](=O)[O-])c1	8.8*	-4.2*	5.7*	-59*	-13*	4.3*	-29*	7.0*
S=C(S)N1CCCCC1	94	83	110	116	85	87	98	105

Brought forward from above: 5 entries; new compounds follow.
SMILES	CCRF-CEM	MOLT-4	MDA-MB-231	MDA-MB-468	SR	K-562	RPMI-8226	MDA-MB-435
CCC(C#N)NC(C)Cc1ccccc1 (stereo unspecified)	62	112	97	104	114	/	111	99
O=C(N1c2ccc(F)cc2[C@H]2[C@H]3OO[C@@H](C[C@H]2[C@H]1c1ccccc1F)O3)C(F)(F)F	93	81	93	84	86	91	97	110
C=CCc1ccc(OC(=O)Cc2ccccc2)c(OC)c1	101	/	106	100	/	/	106	107
COc1ccc(OC)c(/C=C/[N+](=O)[O-])c1	8.8*	-4.2*	5.7*	-59*	-13*	4.3*	-29*	7.0*
S=C(S)N1CCCCC1	94	83	110	116	85	87	98	105
COc1ccc(-n2c(Sc3sc(N)nc3C)nc3ccc(Cl)cc3c2=O)cc1	104	90	103	99	87	86	85	106
C/C=N/Nc1ccc([N+](=O)[O-])cc1[N+](=O)[O-]	53	81	77	103	94	41	93	71
Oc1ccc2c3c1O[C@H]1c4[nH]c5ccccc5c4C[C@@]4(O)C(C2)N(CC2CC2)CC[C@]314	90	74	101	91	80	78	93	100
C[C@]12COC(=O)C[C@@H]1CC[C@@H]1[C@@H]2CC[C@]2(C)[C@@H](O)CC[C@@H]12	82	99	107	103	106	113	107	105
CCOC(=O)[C@@H](C)C[C@H](Cc1ccccc1)NC(=O)c1csc([C@@H](C[C@H](C(C)C)N(C)C(=O)[C@@H](NC(=O)[C@H]2CCCCN2C)C(C)(C)CC)OC(C)=O)n1	3.5*	13	-1.3*	20	-5.0*	5.0*	-1.8*	-61*
N#CCCNc1ccccc1	81	79	111	108	77	98	95	99
CCC[C@H](O)[C@@H](OC)[C@H]1O[C@]1(C)[C@@H](O)C/C=C/[C@@H]1OC(=O)/C=C/C=C/[C@@H](OC)[C@H](O)/C=C/C(C)=C/C(C)CCC[C@@H](OC)[C@H](O)/C=C/C(C)=C/[C@@H](C)[C@H](O)[C@H]1OC (stereo partly specified)	101	88	103	86	/	90	93	88
CCCCCN(CCCCC)CC(O)c1ccc(C)c(Cl)c1 (stereo unspecified)	99	110	97	100	92	93	92	104
CN(C)CCCNC(=O)/C(C#N)=C/c1ccc(N(CCCl)CCCl)cc1	71	73	92	92	31	78	81	90
C=CCCC1(CC)C(=O)NC(=O)NC1=O	98	115	115	99	115	112	105	94
COC(=O)CC(c1ccccc1)N1CC1 (stereo unspecified)	100	100	107	110	94	100	96	97
CCCCCCOc1ccc(C(=O)Oc2ccc(CSP(=O)(OCC3OC(n4cnc5c(N)ncnc54)CC3O)OC3C(CO)OC(n4ccc(=O)[nH]c4=O)C3OC)cc2)cc1 (stereo unspecified)	83	82	126	102	87	94	75	86
CC1=C(C)CC2(C(=O)NC(=S)NC2=O)C(C)C1 (stereo unspecified)	103	96	97	105	/	96	115	101
CNC(Cc1ccccc1)c1ccc(C)cc1 (stereo unspecified)	95	95	95	79	109	101	94	98
C[C@]12CC[C@H](O)C[C@@H]1CC[C@@H]1[C@@H]2CC[C@]2(C)OC(=O)CC[C@@H]12	114	113	91	106	125	118	102	102
Nc1ccc(CCc2ccc(Cl)cc2S(=O)(=O)F)c(Cl)c1	88	65	133	/	90	91	93	102
COc1ccc(Cn2cc(/C=C3/C(=O)C4CCN3CC4)c3cccnc32)cc1	88	74	80	89	75	77	76	103
CC1CCC2C(C)C3C(CC4C5CCC6CC(O)CCC6(C)C5CCC43C)N2C1 (stereo unspecified)	/	120	90	106	92	89	119	104
CN(C)P1(N(C)C)=NP(N(C)C)(N(C)C)=NP(N(C)C)(N(C)C)=N1	/	102	107	106	93	102	98	109
Clc1ccc(-c2csc3cccc[n+]23)cc1	100	91	108	87	94	103	99	93
O=C(/C=C/c1sc(N(CCCl)CCCl)nc1Cl)c1ccc2c(c1)OCO2	102	96	81	90	94	90	/	103
C#CC1(O)CCC2C3CCC4=CC(=O)CCC4=C3C=CC21C (stereo unspecified)	81	95	108	101	109	/	79	76
N#CC(C#N)=Cc1ccc(Cl)c(Cl)c1	101	104	102	104	103	102	100	84
CC(N)CCc1ccc2c(c1)OCO2 (stereo unspecified)	107	100	102	112	100	112	115	102
N#CC1=C(N)Oc2cc3c(cc2C1c1cccs1)OCO3 (stereo unspecified)	21	30	42	6.3*	16	/	25	-7.4*
The results go on:
SMILES	CCRF-CEM	MOLT-4	MDA-MB-231	MDA-MB-468	SR	K-562	RPMI-8226	MDA-MB-435
O=C(O)c1ccccc1C(=O)OO	124	120	105	118	/	129	104	100
CC1=CC[C@@H]2[C@@H](C1)c1c(O)cc(C(C)(C)c3ccccc3)cc1OC2(C)C	65	47	83	86	33	57	64	86
CCC(C)C(=O)O[C@H]1[C@H](O)C2C(CN3CC(C)CCC3[C@@]2(C)O)C2C[C@]34O[C@]5(O)C(OC(=O)C(C)(O)CC)CC[C@@]3(C)C5C(OC(C)=O)[C@@H](OC(C)=O)C4[C@@]21O (stereo partly specified)	107	99	85	100	99	100	103	93
O=[N+]([O-])c1ccc(P(=O)(O)O)cc1	97	102	109	102	95	108	108	101
O=C1NCCCCC1(Cl)Cl	98	101	94	103	102	95	110	120
NC(CSP(=O)(O)O)=NCC12CC3CC(CC(C3)C1)C2	100	79	104	110	/	93	94	103
CNC(=O)Oc1cc(C)c(OC(=O)NC)c(C)c1	94	123	96	93	119	117	99	110
COc1cc(/C=C\c2cc(OC)c(OC)c(OC)c2)cc(N/C=C\C(=O)c2cn(C)c3ccccc23)c1OC	83	79	63	62	38	39	84	12
OC(c1ccccc1)C(Cl)(Cl)Cl (stereo unspecified)	102	96	117	106	86	98	104	105
O=[As](O)(O[As](=O)(O)c1ccccc1)c1ccccc1	96	/	99	105	/	/	108	110
CCCCCCCCCCCCNC(c1ccccc1)C(O)c1ccccc1 (stereo unspecified)	63	62	40	48	-14*	24	18	91
CCN(CC)CCOC(=O)C(OCCC(C)C)(c1ccccc1)c1ccccc1	94	74	82	82	/	69	83	95
CC(=O)Nc1c2sscc-2n(C)c1=O	-58*	-58*	-92*	/	-27*	-73*	-52*	-94*
CC(=O)OCC1CC2(Cl)C(Cl)=C(Cl)C1(Cl)C2(Cl)Cl (stereo unspecified)	90	86	103	101	86	/	89	104
Oc1c(CCl)cc(Cl)cc1CCl	108	98	104	113	101	99	106	102
O=C(Cc1ccc(-c2ccc3c(=O)cc(N4CCOCC4)oc3c2)cc1)N1CCN(CCN2CCOCC2)CC1	96	96	101	108	95	108	100	103
O=[N+]([O-])CC(OCCCc1ccccc1)C(Cl)(Cl)Cl (stereo unspecified)	109	100	91	105	98	104	115	113
C[C@]12CCc3nc(-c4ccc(O)c(O)c4)sc3C1=CC[C@@H]1[C@@H]2CC[C@]2(C)C(=O)CC[C@@H]12	48	45	56	80	39	56	9.9*	71
NC(c1ccccc1)C(O)c1ccccc1 (stereo unspecified)	97&92	95&94	113&109	111&107	95&95	101&99	101&106	140&110
CCO[P+](=O)Oc1ccccc1 (stereo unspecified)	/	106	107	105	102	104	108	108
CN1CCC(O)(c2ccccc2)C(C(=O)c2ccccc2)C1 (stereo unspecified)	95&123	113&80	109&102	101&93	107&55	101&46	90&119	111&96
COC(=O)C1=C(Nc2ccccc2)C(=O)OC12C(=O)Nc1ccccc12 (stereo unspecified)	97	110	99	92	94	100	95	101
COc1ccc(CC#N)cc1	/	80	97	88	79	105	114	97
O=[N+]([O-])c1cc([N+](=O)[O-])c(Br)cc1F	85	101	111	97	101	115	90	112
CC1([N+](=O)[O-])COP(=O)(Nc2cccc(F)c2)OC1 (stereo unspecified)	108	100	116	/	86	100	94	99

Given with values under each structure: part of the list above.
Below each compound: CCRF-CEM, MOLT-4, MDA-MB-231, MDA-MB-468, SR, K-562, RPMI-8226, MDA-MB-435
> C[C@]12C=CC(=O)C[C@@H]1CC[C@@H]1[C@@H]2CC[C@]2(C)[C@@H](O)CC[C@@H]12
  58, 74, 108, 88, /, 82, 76, 89
> O=C(Cl)c1ccncc1
  92, 107, 101, 102, 100, 113, 100, 100
> CC1CN1P(=O)(N1CC1C)N1C(C)CCC1C (stereo unspecified)
  103, 85, 104, 100, 83, 82, 115, 107
> O=C(O)CCCO
  84, /, 108, 118, /, 98, /, 104
> CC(NC(C)(C)C)C(=O)c1cccc(Cl)c1 (stereo unspecified)
  102, 113, 66, 84, /, 99, 109, 105
> CCOC(=O)c1ccccc1N
  66, 109, 86, /, 110, 124, 83, 101

Going on with the list.
SMILES	CCRF-CEM	MOLT-4	MDA-MB-231	MDA-MB-468	SR	K-562	RPMI-8226	MDA-MB-435
COC12CC3(C)C(C4=CC(=O)OC4)CCC3(O)C3CCC4=CC(=O)CCC4(CO1)C32 (stereo unspecified)	116	119	110	101	117	106	118	106
CCCCOC(=O)c1ccccc1C(=O)O	/	77	111	105	56	77	/	111
CNC(C)C(O)c1ccc(O)cc1 (stereo unspecified)	99&94	103&86	91&87	100&106	94&90	108&107	99&97	104&109
O=c1oc2ccccc2n1SC(Cl)(Cl)Cl	/	87	106	95	95	94	102	102
CCOP(=S)(OCC)N1CC1	90	101	99	103	95	102	95	97
CC1(C)C(C=C(Cl)Cl)C1C(=O)OC(C#N)c1cccc(Oc2ccccc2)c1 (stereo unspecified)	58	66	66	60	50	/	60	71
COc1ccc(/C=C2\N=C(c3cccnc3)OC2=O)cc1	97	95	110	97	101	101	99	105
CCOP(=O)(OCC)OP(=O)(OCC)OP(=O)(OCC)OCC	/	91	106	108	90	87	107	107
Cc1nc(N2CC2)nc(N(C)c2ccccc2)c1[N+](=O)[O-]	98	105	94	107	72	90	87	116
CC(=O)O[C@H]1CC[C@@]2(CO)C(=CC[C@@H]3[C@@H]2CC[C@]2(C)C(=O)CC[C@@H]32)C1	/	113	102	102	115	105	102	104
COc1cc(/C=N/C2=C(C#N)C(c3ccco3)c3c(c4cc(C)ccc4oc3=O)O2)cc(OC)c1OC (stereo unspecified)	96	106	96	109	75	/	101	26
O=C(NC1=NCC[Se]1)c1ccccc1O	22	30	69	93	19	51	65	48
CC12CCC(C(S(=O)(=O)O)C1=O)C2(C)C (stereo unspecified)	101	121	98	107	110	109	93	96
N#CCN1CCN(c2ccccc2)CC1	/	104	98	106	93	106	122	97
CCCCCCCCCCCCCCCCCC1OC[C@@H](COC(=O)O[C@@H](C(=O)O[C@H]2C[C@@]3(O)[C@@H](OC(=O)c4ccccc4)[C@@H]4[C@]5(OC(C)=O)CO[C@@H]5C[C@H](O)[C@@]4(C)C(=O)[C@H](OC(C)=O)C(=C2C)C3(C)C)[C@@H](NC(=O)c2ccccc2)c2ccccc2)O1 (stereo partly specified)	59	59	60	21	48	47	15	-41*

Part of the list above, in CSV form.
smiles,CCRF-CEM,MOLT-4,MDA-MB-231,MDA-MB-468,SR,K-562,RPMI-8226,MDA-MB-435
O=[As](O)(O[As](=O)(O)c1ccccc1)c1ccccc1,96,/,99,105,/,/,108,110
C[C@]12COC(=O)C[C@@H]1CC[C@@H]1[C@@H]2CC[C@]2(C)[C@@H](O)CC[C@@H]12,82,99,107,103,106,113,107,105
COc1ccc(-n2c(Sc3sc(N)nc3C)nc3ccc(Cl)cc3c2=O)cc1,104,90,103,99,87,86,85,106
